M1AAP inhibition – P. falciparum M1AAP inhibitors, biochemical, fluorogenic H-Leu-NHMec substrate, 1536-well (AID 1445) | recombinant M1AAP, H-Leu-NHMec fluorogenic kinetic assay; higher % means a stronger effect | hit rate 0.42% among 220,000 | one-dose inhibition, % at 30 µM; IC50 in µM for titrated hits;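 active = primary inhibition above the hit cutoff, then over 50% inhibition at one or more dose response concentrations, cut at about 23% in these data, passing the limit was not always enough; inconclusive = conflicting primary data, or primary hits not chosen for dose response; inactive = low primary inhibition, or under 50% at every dose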;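 note: plate controls were DMSO full reaction for no effect and no enzyme background for full effect; strong numbers were not always called active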
PMI inhibition – MPI inhibition at elevated mannose 6-phosphate – biochemical, fluorescence intensity, high mannose 6-phosphate, primary screen (AID 1220); recombinant PMI enzyme, coupled fluorescence intensity; higher % means a stronger effect; one-dose inhibition, % at 20 µM; IC50 in µM for titrated hits; hit rate 0.66% among 190,000
TNAP activation fold – stimulation of alkaline phosphatase TNAP activity – biochemical, luminescent, no phosphate acceptor, uHTS, primary screen (AID 1001); purified TNAP, luminescent activation assay, no phosphate acceptor; higher activation fold means a stronger effect; one-dose activation fold at 20 µM; EC50 in µM for titrated hits; hit rate 0.03% among 200,000; in the data active = activation fold from about 3, or a potency from the dose series; inactive = the rest, 99 in 100 with activation fold below about 1.6; note: many of its hits are not listed in these tables
Yfh1-depleted yeast – enhancers of respiration in Yfh1-depleted yeast, dose response, Friedreich's ataxia, plus single-dose screen (AID 1465); S. cerevisiae Yfh1-off respiration, WST-1 reduction, 72 h; higher fold induction means a stronger effect; fold induction at 50 µM; hits with a dose series show EC50 in µM; hit rate 0.074% among 220,000;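 active = fold induction of absorbance versus untreated yeast above a set limit, then at least 30% activation at any dose in follow-up; inconclusive = repeats straddling the limit, or above it without dose testing; inactive = fold induction below the set limit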;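 note: activators that raise dye reduction in frataxin-depleted yeast; strong numbers were not always called active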
M17LAP inhibition – P. falciparum M17LAP inhibitors, primary screen, biochemical, fluorogenic H-Leu-NHMec substrate, 1536-well (AID 1619); recombinant M17LAP, H-Leu-NHMec fluorogenic kinetic assay; higher % means a stronger effect; hit rate 0.38% among 220,000; inhibition, % at 30 µM, or IC50 in µM where a hit was titrated;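 active = compound inhibiting the enzyme by more than half at any dose during confirmatory dose-response retesting; inconclusive = strong single-dose inhibitors picked by rank but not retested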;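 note: plate controls were full reaction with DMSO carrier for no effect and no enzyme background for full effect; strong numbers were not always called active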
human PMI inhibition – MPI enzyme activity inhibition – biochemical, fluorescence intensity, coupled assay, primary screen (AID 1209). hit rate 0.42% among 190,000. purified PMI enzyme, coupled fluorescence intensity; higher % means a stronger effect. one-dose inhibition, % at 20 µM; IC50 in µM for titrated hits;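 note: plate controls were DMSO vehicle for no effect and wells lacking substrate for full effect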
LYP phosphatase – PTPN22 lymphoid phosphatase activity blockers – biochemical, fluorescence intensity, uHTS (AID 1779). inhibition, % at 11.5 µM; hits with a dose series show IC50 in µM. hit rate 0.054% among 290,000. recombinant LYP phosphatase, fluorescence intensity; higher % means a stronger effect;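 note: plate controls were vehicle with enzyme for no effect and no enzyme for full effect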
WT yeast gro inh – growth inhibition of WT yeast, mitochondrial fusion screen; mitochondrial fusion phenotypic screen, WT strain; inhibition, % at 10 µM; hit rate 2.1% among 190,000; in the data active = inhibition above about 58%; tested in S. cerevisiae
XIAP displacement – XIAP antagonists, biochemical, IAP family, fluorescence polarization (AID 1018); XIAP BIR domain, fluorescence polarization peptide displacement; higher % means a stronger effect; one-dose displacement, % at 20 µM; IC50 in µM for titrated hits; hit rate 0.007% among 200,000; in the data active = displacement above about 50%; note: a part of the inactive calls stands beside numbers as strong as those of hits
WT yeast gro inh mutant strain – second read-out of WT yeast gro inh, no call of its own (marks repeat the call); inhibition, %; mitochondrial fusion phenotypic screen, mutant strain inhibition
Numbers without * were called inactive; i = inactive; ? = inconclusive; . = not tested or not shown. Cut-off read from the data, not from the text of the source, unless noted: active = inhibition above about 50%; inactive = the rest. Compounds as they come; about 3.7% have a hit in one of these screens.

SMILES	M1AAP inhibition	PMI inhibition	TNAP activation fold	Yfh1-depleted yeast	M17LAP inhibition	human PMI inhibition	LYP phosphatase	WT yeast gro inh	WT yeast gro inh mutant strain	XIAP displacement
COC(=O)c1cc(NS(=O)(=O)c2ccc(N3CCCCCC3)c([N+](=O)[O-])c2)cc(C(=O)OC)c1	5%	20%	0.9	i	12%	8%	3%	-5	-4	-0.7%
COc1cc2c(C(=O)N3CCN(C4CCCCC4)CC3)cn(CC(C)C)c(=O)c2cc1OC	3%	7%	1.1	i	-3%	-4%	-2%	-15	-4	-0.3%
Cc1cc([N+](=O)[O-])nn1CC(=O)N/N=C/c1ccccc1F	5%	.	.	i	2%	.	-6%	.	.	.
Fc1ccc(-c2cc3nc(-c4ccccc4)cc(N4CCN(CCN5CCOCC5)CC4)n3n2)cc1	10%	12%	1.1	i	-31%	12%	-7%	-9	8	-4.5%
COc1ccc(N2CCN(C(=O)COc3ccc(Cl)cc3Cl)CC2)cc1	6%	3%	0.9	i	14%	2%	3%	8	9	-7.4%
O=C(O)CN1C(=O)NC2NC(=O)NC21 (stereo not given)	1%	-3%	1.1	i	10%	-10%	-4%	-3	3	-1.2%
COC(=O)c1ccc(C(NC(=O)c2cccnc2)NC(=O)c2cccnc2)cc1	0%	-8%	1	i	-4%	-22%	-7%	3	-7	-4.9%
CCCCn1c(NC(=O)c2ccco2)c(S(=O)(=O)c2ccc(C)cc2)c2nc3ccccc3nc21	16%	.	1	i	-42%	51%*	-1%	1	-9	0.1%
CCCC1=C(C(=O)OCC)C(c2cccs2)n2ncnc2N1 (stereo not given)	-1%	.	.	i	-4%	.	0%	.	.	.
COc1cc(OC)cc(-c2nc(-c3cccs3)no2)c1	5%	10%	1.1	i	-3%	7%	0%	-8	0	-5.1%
COc1ccc(N2C(=O)c3ccc(NC(C)=O)cc3C2=O)cc1	3%	-7%	1.1	i	12%	-15%	-9%	-4	-5	-9.9%
CC(C)(C)NC(=O)Cn1c(Cl)nc2ccccc21	1%	-3%	1	i	0%	-3%	-5%	-10	-8	3.4%
Cc1ccccc1NC(=O)CSc1nc(N)c(C#N)c(-c2cccs2)c1C#N	10%	16%	1	i	7%	16%	1%	0	-1	-29%
COc1cc(C(=O)Nc2cc(C(F)(F)F)ccc2N2CCOCC2)ccc1O	7%	13%	1	i	-9%	14%	-3%	7	-23	0.7%
O=C(Cn1nnc2ccccc21)OCC(=O)c1ccc(F)cc1	2%	.	.	i	5%	.	-2%	.	.	.
Cc1ccc(C)c(NC(=S)/C(=C(\[O-])c2ccc(OC(F)F)cc2)[n+]2ccccc2)c1	5%	41%	1	i	10%	6%	-24%	-5	17	-9.7%
CCOC(=O)NC(Nc1cc(C)ccn1)(C(F)(F)F)C(F)(F)F	13%	-4%	1.1	i	-7%	-4%	-2%	6	1	0.3%
Cc1cc(N2C(=O)c3ccccc3C2=O)n(C)n1	1%	.	.	i	-16%	.	-9%	.	.	.
C=C(Cl)COc1ccc2c(CCC)cc(=O)oc2c1	17%	-3%	1.1	i	9%	2%	-4%	-15	-13	-3.9%
CCCNC(=O)c1ccc2snnc2c1	3%	16%	1.1	i	-10%	9%	-7%	-2	-3	-15%
CCN(CC)C(=O)CCCc1c[nH]c2ccccc12	3%	6%	1	i	2%	2%	-8%	30	4	-5.7%
COc1ccc(C(=O)NC(=S)NNC(=O)c2ccc(NC(=O)C(C)C)cc2)cc1	-3%	-11%	2.7	i	15%	-1%	4%	-28	-12	1.7%
CCn1c(N)c(C(=O)NCCOC)sc1=S	9%	11%	1.2	i	8%	14%	-7%	-6	2	-7.0%
CCOC(=O)N=Nc1c(O)n(CC(=O)OC)c2ccccc12	1%	6%	1	i	-6%	4%	-1%	14	18	-17%
CC(C)CC(=O)NC(=S)NNC(=O)c1ccc(NC(=O)C2CCCCC2)cc1	-14%	-12%	1.1	?	-17%	2%	0%	-27	-29	-9.2%
O=C(N/N=C/c1c(Cl)cccc1Cl)C(=O)NC1CC1	1%	-4%	1	i	-2%	-16%	0%	-5	5	-7.4%
O=C(Cn1c(C(F)(F)F)nc2ccccc21)Oc1cccc(C(F)(F)F)c1	-11%	0%	0.9	i	-4%	-1%	13%	-5	16	-5.2%
COCCn1nnnc1CN(Cc1cc2cc(OC)c(OC)cc2[nH]c1=O)C1CCCC1	15%	-34%	1	i	-80%	-31%	-5%	6	-2	-2.9%
Nc1nccc(-c2cc(-c3ccc(Cl)cc3Cl)no2)n1	4%	.	.	i	6%	.	0%	.	.	.
O=C(NS(=O)(=O)c1ccccc1)c1ccccc1O	5%	-4%	1.1	i	15%	6%	-3%	-5	-10	-7.6%
O=C(O)[C@H]1CCCC[C@H]1C(=O)NCCNC(=O)[C@@H]1CCCC[C@@H]1C(=O)O	3%	5%	1.1	i	8%	20%	-4%	-24	-8	-0.8%
CC(C)n1c(O)c(N=NC(=O)Cc2csc(N3CCOCC3)n2)c2ccccc21	8%	5%	0.9	i	5%	-1%	6%	-4	10	-10%
COCC1CCN(Cc2cn[nH]c2-c2ccc(OC)c(F)c2)C1 (stereo not given)	9%	.	.	i	13%	.	5%	.	.	.
CCOC(=O)c1sc(NC(=O)Nc2ccc(Cl)cc2)nc1C	12%	-6%	0.9	i	-4%	-7%	-2%	50	25	-2.4%
CN1C(=O)CSc2ccc(NC(=O)N3CCN(c4ccccn4)CC3)cc21	8%	-5%	1.6	i	10%	9%	-6%	-18	0	0.6%
COC(=O)CSc1nnc(CNC(=O)c2cccc(C)c2)n1-c1ccccc1OC	0%	-3%	1.1	.	-1%	3%	-5%	3	7	-0.4%
COc1ccc(NC(=O)C(=S)N2CCCC2)cc1	0%	0%	1.1	i	-5%	4%	-5%	-1	4	-0.4%
C/C(=N\NC(=S)Nc1ccc(F)cc1)c1ccc2c(c1)OCCO2	9%	-8%	1	i	17%	-6%	-6%	31	25	-4.4%
COc1ccccc1C(=O)OCc1c(F)cccc1Cl	-6%	0%	1.1	i	-38%	3%	0%	6	15	-0.7%
CCOC(=O)N1CCC(NC(=S)Nc2ccc3nc(N4CCN(CC)CC4)cc(C)c3c2)CC1	6%	6%	1	i	-3%	-7%	-5%	7	11	-8.0%
Cc1nnsc1-c1c(C(=O)O)c(C)nn1-c1ccc(OC(F)(F)F)cc1	-5%	.	.	i	-6%	.	-4%	.	.	.
O=C1CC(N2CCN(c3ccc(S(=O)(=O)N4CCOCC4)cc3)CC2)C(=O)N1Cc1ccccc1 (stereo not given)	-3%	-3%	1	i	-4%	3%	-3%	6	17	-6.7%
COC(=O)NCC(c1cccnc1)N1CCN(c2ccccc2OC)CC1 (stereo not given)	10%	2%	1.1	i	-2%	4%	-4%	19	30	-3.4%
CN(Cc1ccccc1)c1nc(N)c([N+](=O)[O-])c(Nc2cccc(F)c2)n1	4%	12%	1.1	i	7%	13%	5%	36	40	1.8%
COc1ccccc1-n1c(SCC(=O)Nc2cccc3ccccc23)nc(O)cc1=O	18%	12%	1.2	i	0%	13%	-1%	-7	12	-4.4%
CCC1(C)Cc2c(C#N)c(N)n(-c3ccccc3)c(=S)c2CO1 (stereo not given)	2%	28%	1	i	5%	-19%	-2%	1	-2	-2.1%
COc1ccc(C(=O)Nc2ncc3c(n2)CC(c2ccco2)CC3=O)cc1 (stereo not given)	-2%	16%	1.1	i	-14%	4%	-5%	13	-72	0.2%
Nc1ncnc(NCc2ccc(F)cc2)c1[N+](=O)[O-]	-3%	-7%	1	i	-1%	-3%	-2%	-9	-14	-5.1%
CSc1nnc2n(-c3ccc(C)cc3)c(=O)c3c4c(sc3n12)COC(C(C)C)C4 (stereo not given)	3%	-3%	1.2	i	10%	-2%	-6%	11	-5	-2.2%
Cn1c(-c2ccccc2)cnc1SCC(=O)N1CCCc2ccccc21	2%	0%	1.1	i	-6%	3%	3%	11	15	-8.6%
O=C(CCSc1ccccn1)c1ccccc1	2%	-27%	1.1	i	1%	-8%	0%	10	7	-3.1%
S=C(Nc1ccccn1)NC1CCCCC1	5%	.	.	i	1%	.	-7%	.	.	.
CCO[C@H]1OC(C(=O)N2CCN(Cc3ccccc3)CC2)=C[C@@H](c2ccccc2)[C@@H]1CCCO	8%	12%	1.1	i	-3%	5%	-6%	-30	-11	-1.9%
O=C(NCCN1CCCC1)c1ccc(CS(=O)(=O)c2c(Cl)cccc2Cl)o1	5%	-4%	1	i	7%	-1%	-8%	11	-2	-3.1%
COC(=O)c1ccc(CN(c2ccccn2)S(=O)(=O)c2ccccc2)cc1	7%	-16%	1	i	-1%	-14%	-10%	5	-1	-1.2%
CN1CCN(C(c2cccc(C(F)(F)F)c2)c2nnnn2Cc2ccccc2)CC1 (stereo not given)	3%	2%	1.1	i	-4%	-1%	-14%	-3	-10	1.6%
COc1cc2c(cc1NC(=S)Nc1ccccc1C)oc1ccccc12	4%	2%	1	i	-13%	7%	0%	-6	-8	-4.0%
Cc1sc2ncnc(SCC(=O)c3ccc(O)cc3O)c2c1C	-1%	.	.	i	-1%	.	-1%	.	.	.
COc1ccc(Nc2cc(C(=O)NCc3ccccn3)c3ccccc3n2)c(OC)c1	2%	2%	1	i	4%	-2%	-2%	10	-1	-4.7%
CCC(=O)N1CCc2cc(S(=O)(=O)NC(CC(C)C)C(=O)N3CCc4ccccc43)ccc21 (stereo not given)	-6%	8%	1.1	i	10%	11%	-3%	-7	-3	-1.6%

Single records, as listed above. Values in the order: M1AAP inhibition | PMI inhibition | TNAP activation fold | Yfh1-depleted yeast | M17LAP inhibition | human PMI inhibition | LYP phosphatase | WT yeast gro inh | WT yeast gro inh mutant strain | XIAP displacement
COc1cc2c(cc1NC(=S)Nc1ccccc1C)oc1ccccc12 across the screens: 4% | 2% | 1 | i | -13% | 7% | 0% | -6 | -8 | -4.0%
Cc1sc2ncnc(SCC(=O)c3ccc(O)cc3O)c2c1C across the screens: -1% | . | . | i | -1% | . | -1% | . | . | .
Nc1ncnc(NCc2ccc(F)cc2)c1[N+](=O)[O-] across the screens: -3% | -7% | 1 | i | -1% | -3% | -2% | -9 | -14 | -5.1%

(list continues)
SMILES	M1AAP inhibition	PMI inhibition	TNAP activation fold	Yfh1-depleted yeast	M17LAP inhibition	human PMI inhibition	LYP phosphatase	WT yeast gro inh	WT yeast gro inh mutant strain	XIAP displacement
Cc1ccc(NC(=S)Nc2ccccn2)cc1C	7%	.	.	i	5%	.	1%	.	.	.
O=C(Nc1ccc(NC(=O)c2ccco2)c(Cl)c1)c1cccc([N+](=O)[O-])c1	2%	0%	1.1	i	19%	-2%	2%	2	17	-2.4%
COC(=O)[C@@H]1CCCN1Cc1c(C(=O)N2CCCCC2)nc2c(C)cccn12	7%	-3%	1.1	i	-1%	-2%	-6%	-15	-1	-4.3%
OCCNCCCCOc1cccc(Br)c1	4%	7%	1	i	6%	6%	-7%	-8	3	-7.1%

Screening data (PubChem)
